Screens as filed in PubChem.
Anthrax LF prot: Bacillus anthracis LF protease inhibitors, primary screen, biochemical, multiplex microsphere, MLPCN library; Lethal factor (Bacillus anthracis), P15917; multiplex microsphere protease cleavage assay; inhibition, % at 10 µM; hit rate 0.12% among 360,000; AID 588501, 2011; also: plate controls were buffer without enzyme for full effect and enzyme alone for no effect
BoNT-A LC inh2: BoNT/A light chain protease inhibitors, primary screen, biochemical, flow cytometry, MLPCN library. inhibition, % at 10 µM. hit rate 0.17% among 360,000. Botulinum neurotoxin type A light chain protease (Clostridium botulinum A str. ATCC 3502). multiplex microsphere protease substrate cleavage; also: plate controls were buffer without enzyme for full effect and enzyme alone for no effect
CCHF vOTU inh: CCHFV vOTU protease inhibitors, primary screen, biochemical, Pep-AMC substrate, fluorescence. Crimean-Congo hemorrhagic fever virus L polyprotein viral ovarian tumor (vOTU) protease …. inhibition, % at 11.5 µM. hit rate 0.55% among 370,000; in the data active = inhibition above about 30%; also: 0% = vehicle wells with enzyme and 100% = no enzyme wells
PfHsp40 rescue: rescue of yeast from PfHsp40 toxicity, primary screen, S. cerevisiae, ATP luminescence. AID 504582, 2011. S. cerevisiae expressing PfHsp40, growth rescue. growth rescue, % at 12.5 µM. hit rate 0.68% among 340,000; in the data active = growth rescue above about 28%, passing the limit was not always enough; inconclusive = no clear call, values can overlap the other calls;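 also: yeast W303a lacking pdr1 and pdr3 grown in galactose medium; growth measured after three days at 30 °C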
Yp Topo-I inh: Yersinia pestis topoisomerase I inhibitors, primary screen, biochemical, cleavage product accumulation, plate reader, single point; Y. pestis Topo-I cleavage product accumulation; DNA topoisomerase I (Yersinia pestis CO92); hit rate 0.064% among 360,000; AID 504884, 2011; activity, % at 10 µM; in the data active = activity above about 50%, passing the limit was not always enough; inconclusive = no clear call, values can overlap the other calls; also: inactives centre near 2
PrPC TRFRET: inhibitors of human cell surface prion protein PrPC, primary screen, cell-based, TR-FRET. Major prion protein (Homo sapiens), P04156. TR-FRET read-out. inhibition, % at 13.8 µM. hit rate 0.43% among 370,000. AID 720596, 2013; in the data active = inhibition above about 24%; also: 0% = median of the test wells and 100% = reference compound wells
BoNT-F LC inh: BoNT/F light chain protease inhibitors, primary screen, biochemical, flow cytometry, MLPCN library | Botulinum neurotoxin type F light chain protease (Clostridium botulinum) | Multiplex microsphere protease cleavage assay | inhibition, % at 10 µM | hit rate 0.22% among 360,000; in the data active = inhibition above about 35%, passing the limit was not always enough; inconclusive = no clear call, values can overlap the other calls; also: plate controls were buffer without enzyme for full effect and enzyme alone for no effect
TcdB GH inh: TcdB glycohydrolase inhibitors, primary screen, biochemical, single point, plate reader; TcdB glycohydrolase enzymatic assay; AID 652162, 2013; inhibition, % at 9.99 µM; hit rate 0.24% among 350,000; Toxin B (Clostridioides difficile), P18177; in the data active = inhibition above about 10%
FadD28 FP inh: inhibitors of FadD28 bisubstrate probe binding, primary screen, biochemical, fluorescence polarization, single point; Mycobacterium tuberculosis FadD28 fatty-acid-AMP ligase; inhibition, % at 12.5 µM; hit rate 0.22% among 360,000; AID 588549, 2011; in the data active = inhibition above about 8.5%, passing the limit was not always enough; inconclusive = no clear call, values can overlap the other calls
Numbers without * were called inactive; ? = inconclusive; nt = not tested or not shown; & = joins results of further samples. Rule as the data show it, unless noted: active = inhibition above about 30%; inconclusive = no clear call, values can overlap the other calls; inactive = below that. No enrichment for hits; 2.3% or so of the library scored in one or more.

SMILES	Anthrax LF prot	BoNT-A LC inh2	CCHF vOTU inh	PfHsp40 rescue	Yp Topo-I inh	PrPC TRFRET	BoNT-F LC inh	TcdB GH inh	FadD28 FP inh
Cc1cc(-c2nn3c(C)nnc3s2)ccc1NC(=O)C(C)(C)C	-6	-1.7	-2	-0.2	0	-3	-6	nt	-0.1
COc1ccc(CCN=Cc2ccccc2O)cc1OC	-5	-0.3	-9	0.6	7	-5	-8	1.2	-3.1
Cc1ccc(N2CC(C(=O)NC3CC3)CC2=O)cc1Cl (stereo not given)	5	-0.3	-3	-0.4	2	-1	-21	0.8	-3.3
O=C(COC(=O)CNC(=O)c1ccccc1F)Nc1cccc(S(=O)(=O)N2CCCCCC2)c1	-7	-0.8	-9	0.7	41	-5	-5	0.2	1.4
COC(=O)[C@H](CC(C)C)NC(=O)/C=C/[C@H]1O[C@@H](n2ccc(=O)[nH]c2=O)[C@H](O)[C@@H]1O	2	-1.4	-3	nt	nt	-2	-8	0.6	-2.5
C=CCc1cc(Cl)ccc1OCCOCCNC(C)(C)C	-2	0.5	-10	-0.1	-8	-6	-2	0.7	-2.6
COc1ccc(CNC(=O)C2CSC(c3ccc(OC)cc3)N2C(C)=O)cc1 (stereo not given)	-12	-0.9	11	-0.4	6	-7	-14	0.9	-1.2
CC1=C(C(=O)N2CCOCC2)CC(CC(=O)NC2CC2)C(=O)N1Cc1ccc(F)cc1 (stereo not given)	-3	-0.1	3	nt	nt	-6	3	4.4	-1.7
CC(=O)Oc1cccc(N2C(=O)c3ccccc3C2=O)c1	1	0.3	-7	-1.2	-1	7	-1	0.2	-2.2
O=[N+]([O-])c1ccc(Oc2cccc3cccnc23)c(Cl)c1	11	0.3	6	0.6	-1	-16	-5	0.5	-1.0
CCCCCCN1C[C@H](O)[C@@H](n2cc(-c3ccc(F)cc3)nn2)C[C@@H]1c1ccccc1	1	-0.5	33*	nt	13	1	-11	-0.1	-4.7
CCOC(=O)C1CCN(C(=O)c2ccccc2NS(=O)(=O)c2ccccc2)CC1	1	-0.9	12	-0.3	3	-1	-1	1.2	0.0
O=C(NNC(=O)c1cccc2ccccc12)c1ccc(-c2ccccc2)cc1	1	-0.2	-3	-0.4	28	3	-2	nt	-0.8
Cc1cc(C(=O)CSc2nnc(-c3cccs3)o2)c(C)n1-c1ccccc1	-8	-0.9	-2	0.5	-8	-1	-7	nt	-0.9
COc1ccc(NC(=O)CN2C(=O)NC(c3ccccc3)(c3ccccc3)C2=O)cc1	-2	0.6	3	0.4	-7	-4	2	5.3	-1.7
CCCS(=O)(=O)NC(=O)C1(C)CCCN(C(=O)c2ccc(C#N)cc2)C1 (stereo not given)	-3	0.0	-1	nt	5	3	3	0.6	-3.4
COc1ccc(CCNC(=O)C(=O)NCC2CCCO2)cc1OC (stereo not given)	-3	0.1	1	-0.8	-10	-2	0	1.4	0.7
C=CCN1C=CC(=O)[C@@H](O)[C@H]1c1ccccc1Br	2	0.0	-5	0.8	-1	-1	-4	0.1	-4.9
CCCCCC(=O)Nc1cccc(C2=NOC3(C2)C[C@H](C(N)=O)N(C(=O)CC)C3)c1 (stereo not given in full)	4	-0.6	nt	1.7	-5	nt	0	nt	-0.7
CSc1nc2nc3c(cc2c(=O)n1-c1cccc(C)c1)COC(C)(C)C3	4	-1.0	1	nt	1	0	-9	0.1	-2.1
O=C(O)CCc1nnc(SCC(=O)Nc2ccc(Cl)c(C(F)(F)F)c2)[nH]c1=O	-3	-1.9	8	0.5	8	-2	-10	-1.2	-2.6
O=C(CF)N(O)c1ccc(C=Cc2ccccc2)cc1	-6	0.7	3	-0.8	-1	-2	-9	0.0	-2.7
O=C(c1ccc([N+](=O)[O-])o1)N(Cc1nnc(-c2ccccc2Cl)o1)C1CC1	-3	-0.3	-9	-1.3	4	-16	-3	0.3	-2.3
CCOC(=O)C1CCCN(C(=O)CN2C(=O)c3ccccc3C2=O)C1 (stereo not given)	-1	?	-4	-0.3	4	-3	-1	nt	-2.7
CCc1cc2c(SCC(=O)c3cccs3)ncnc2s1	1	2.6	1	-2.1	0	7	21	nt	-0.7
O=C(O)c1ccccc1S(=O)(=O)c1ccccc1CO	-3	-0.1	3	-1.3	-4	2	-2	nt	-1.4
COc1ccc(CCNC(=O)CSc2ccc(-c3ccccc3)nn2)cc1OC	-3	1.0	1	-0.8	8	1	-3	2.3	1.5
CCOC(=O)C1CN(S(=O)(=O)c2ccc(Cl)cc2)c2cc(S(=O)(=O)CC)ccc2O1 (stereo not given)	-5	-1.0	10	-1.1	6	-3	-2	1.7	-0.3
CC(c1ccccc1)n1ccnc1CO (stereo not given)	-9	-0.2	-12	nt	-2	-2	-3	2.9	-3.2
O=S(=O)(/C=C/c1ccccc1)Nc1ccc(F)cc1	6	-0.3	-8	4.5	8	4	-5	1.7	-3.5
Cn1c(=O)c2sccc2n(CC(=O)NCCC2=CCCCC2)c1=O	-9	-2.4	1	-2.4	17	5	-18	0.8	-2.1
CC(=O)Nc1cc2cc(NS(=O)(=O)c3ccc(Cl)cc3)ccc2oc1=O	-5	-3.8	7	-1.4	2	-2	?	-1.2	-1.1
O=S(=O)(c1ccc(OC(F)(F)F)cc1)N1CCCC(c2ccccc2)C1 (stereo not given)	-6	0.9	1	0.6	-2	8	-8	0.6	-0.2
COc1cc(-c2noc(C)c2/C=C/c2ccc(N)cc2)cc(OC)c1OC	2	0.1	0	-0.1	11	22	-7	0.0	-2.2
COc1ccccc1-c1c(C(F)(F)F)oc2cc(OCC(=O)Nc3ccccc3C(F)(F)F)ccc2c1=O	3	-0.1	-13	-0.8	3	-6	2	nt	-3.0
Nc1nc(NCCOCCO)nc(NC2CCCCC2)c1[N+](=O)[O-]	-18	1.8	20	0.1	6	1	2	0.3	-2.0
Cc1cc2cc3c(C)cc(=O)oc3c(C)c2o1	-7	-2.4	2	-0.8	0	-1	6	1.1	2.0
COC(=O)CSc1nc(SCc2ccc(C)cc2)nc2c1CCCC2	-8	-0.2	6	12	58*	6	-2	nt	-3.6
O=C(O)CCNS(=O)(=O)c1ccc2c(c1)OCCCO2	4	0.4	-5	6.8	-7	-5	0	0.0	-1.4
Cc1nn2cnnc2c(C)c1Cc1c(F)cccc1Cl	8	2.0	-17	-1.6	0	5	27	-0.1	-0.3
CN(Cc1cccnc1)C(=O)c1cc(COc2ccc3ncccc3c2)on1	1	0.1	-5	0.3	-1	17	0	-0.1	-4.9
COc1ccc(S(=O)(=O)N2CCCCCC2)cc1N(C)S(=O)(=O)c1ccc(Cl)cc1	2	2.4	-5	0.8	11	2	37*	nt	-4.5
O=C(Nc1ccccc1N1CCOCC1)c1cccc2c(Br)cccc12	5	-1.7	-8	-0.5	26	15	-5	0.5	-0.1
Cc1ccc(S(=O)(=O)Nc2ccc3c(c2)C(=O)N([C@@H](C)CO)C[C@@H](C)[C@@H](CN(C)C(=O)NC(C)C)OCCCC[C@H](C)O3)cc1	-1	0.1	12	nt	nt	-2	-3	0.3&1.3	-1.5
O=C(O)CC1(CC(=O)Nc2ccccc2N2CCOCC2)CCCC1	nt	nt	2	0.8	0	6	nt	2.4	-1.3

Reprinted at random: four compounds from above, in no set order.
SMILES	Anthrax LF prot	BoNT-A LC inh2	CCHF vOTU inh	PfHsp40 rescue	Yp Topo-I inh	PrPC TRFRET	BoNT-F LC inh	TcdB GH inh	FadD28 FP inh
Cc1nn2cnnc2c(C)c1Cc1c(F)cccc1Cl	8	2.0	-17	-1.6	0	5	27	-0.1	-0.3
COC(=O)CSc1nc(SCc2ccc(C)cc2)nc2c1CCCC2	-8	-0.2	6	12	58*	6	-2	nt	-3.6
COc1ccccc1-c1c(C(F)(F)F)oc2cc(OCC(=O)Nc3ccccc3C(F)(F)F)ccc2c1=O	3	-0.1	-13	-0.8	3	-6	2	nt	-3.0
O=C(O)CCNS(=O)(=O)c1ccc2c(c1)OCCCO2	4	0.4	-5	6.8	-7	-5	0	0.0	-1.4

Next part
SMILES	Anthrax LF prot	BoNT-A LC inh2	CCHF vOTU inh	PfHsp40 rescue	Yp Topo-I inh	PrPC TRFRET	BoNT-F LC inh	TcdB GH inh	FadD28 FP inh
O=S(=O)(Nc1ccc(Nc2ccccc2)cc1)c1ccc(F)cc1	-26	-0.2	0	-1.6	-7	0	-67	0.3	-1.5
O=C(O)c1ccccc1C(=O)Nc1ccc(Oc2ccc3ccccc3c2)cc1	-3	-1.1	-14	0.7	15	-2	-6	-0.8	-5.2
CC(C)Cc1nc2sc3c(=O)n(N)cnc3c2c2c1COC(C)(C)C2	0	-0.2	1	0.3	0	6	1	0.2	-2.8
COc1ccc(C2CC(=O)C3=C(C2)Nc2ccccc2NC3c2coc3ccccc3c2=O)cc1OC (stereo not given)	0	-0.5	16	-0.6	-8	7	-6	nt	0.4
COc1ccc(Cl)cc1Cn1c(C)c(C(=O)NCc2cccc(C(F)(F)F)c2)sc1=O	-2	-0.8	17	nt	27	-6	-5	-0.3	-1.2
COC(=O)c1ccccc1SCc1csc(C)n1	-3	-4.0	-15	0.0	6	9	-20	1.9	-1.2
CCc1nc(Nc2cccc(F)c2)c2oc3ccccc3c2n1	-13	-2.8	3	0.2	-2	2	-14	-2.1	-0.5
Cc1ccc(CNCC(O)(c2ccccc2)c2ccccc2)cc1	-5	-1.3	-3	0.2	14	4	-15	1.7	0.7
COCCn1c(COC)nc2ccccc21	0	0.2	7	0.1	5	-2	-8	nt	-3.4
CCOc1ccc(N2C(=O)S/C(=C\c3cccn3C)C2=O)cc1	-2	0.7	7	-1.7	3	-4	-4	nt	0.1
O=C(NCc1ccco1)/C(=C/c1cccc(C(F)(F)F)c1)c1nc2ccccc2[nH]1	-3	-0.6	15	-1.1	6	16	-5	nt	-3.5
CCC(=O)NC(=S)Nc1ccc(-c2nc3ccccc3s2)cc1	1	0.4	2	-0.1	1	4	-1	nt	-0.6
COc1ccc(CCN2CNc3c(c(=O)n(C)c(=O)n3C)C2)cc1OC	0	0.4	-1	-0.6	1	-2	16	nt	-2.7
COc1ccccc1NC(=O)CSc1nc2ccccc2c(=O)n1CC1CCCO1 (stereo not given)	18	0.0	12	0.2	16	11	19	-0.3	-3.2
CC1(C)C/C(=N/Nc2ccc([N+](=O)[O-])cc2[N+](=O)[O-])C(C)(C)O1	16	?	-5	-0.1	1	-6	?	0.3	-2.2
Cc1ccc2c(c1)N(CC(=O)NC1CCC(C)CC1)C(=O)c1cccnc1O2 (stereo not given)	-2	-0.7	0	-0.8	12	6	-9	0.7	0.5
O=C(C(=O)N1CCOCC1)c1cn(CCOc2ccccc2)c2ccccc12	1	-0.5	4	0.7	3	2	-4	1.7	-4.3
COc1cc(/C=C/C(=O)OCC(=O)c2c(N)n(C)c(=O)n(C)c2=O)ccc1O	-2	0.1	1	-1.8	-7	3	-4	2.1	-2.5
CC(NC(=O)COC(=O)c1cc(=O)[nH]c2ccccc12)c1ccccc1 (stereo not given)	-11	0.0	24	1.8	5	2	3	0.5	-2.5
CC1(C(=O)Nc2nc3ccc(S(C)(=O)=O)cc3s2)CC1(Cl)Cl (stereo not given)	4	-0.1	11	1.8	-2	5	10	0.7	-1.2
COc1cccc(C2Nc3cc(Cl)c(S(N)(=O)=O)cc3S(=O)(=O)N2)c1 (stereo not given)	-5	0.9	0	-0.2	-13	4	21	nt	-3.3
CC(=O)c1c(C)[nH]c(C(=O)OCC(=O)N(C)C)c1C	0	0.7	-18	1.0	5	-6	-3	nt	-0.3
Cc1c(C(=O)N(C)Cc2ccc(F)cc2)sc(=O)n1Cc1ccccc1C#N	-9	-0.1	4	nt	12	4	-6	1.2	-0.9
